From PubChem
ASAP1 GAP inh – inhibitors of human ASAP1 ArfGAP activity. Q9ULH1. ASAP1-stimulated ARF1 GTP hydrolysis, GDP FP detection. inhibition, % at 16.5 µM. 360,000 compounds, 0.19% hits. AID 624377; in the data active = inhibition above about 25%;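 note: 0% = vehicle with enzyme and substrate and 100% = no enzyme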
PLC-beta3 inh – PLC-beta3 (human) inhibition, primary screen; inhibition, % at 12.2 µM; Purified PLC-beta3, fluorogenic substrate, fluorescence; AID 720704; 370,000 compounds, 0.18% hits; Q01970; in the data active = inhibition above about 11%;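 note: 0% = median of compound wells on plate and 100% = full blocker control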
Tn6 DDE FP – inhibitors of Tn6 peptide binding to human fibrin DD(E); Fibrin DD(E) TRITC-Tn6 fluorescence polarization displacement; inhibition, % at 8.3 µM; 370,000 compounds, 0.21% hits; AID 720509;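 active = inhibition above a per-campaign cutoff: mean of compounds within control limits plus 3 SD, cut at about 15% in these data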;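 note: 0% = median of all compound wells on the plate and 100% = blocking peptide control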
Target sequence (P02675 whole entry, looked up): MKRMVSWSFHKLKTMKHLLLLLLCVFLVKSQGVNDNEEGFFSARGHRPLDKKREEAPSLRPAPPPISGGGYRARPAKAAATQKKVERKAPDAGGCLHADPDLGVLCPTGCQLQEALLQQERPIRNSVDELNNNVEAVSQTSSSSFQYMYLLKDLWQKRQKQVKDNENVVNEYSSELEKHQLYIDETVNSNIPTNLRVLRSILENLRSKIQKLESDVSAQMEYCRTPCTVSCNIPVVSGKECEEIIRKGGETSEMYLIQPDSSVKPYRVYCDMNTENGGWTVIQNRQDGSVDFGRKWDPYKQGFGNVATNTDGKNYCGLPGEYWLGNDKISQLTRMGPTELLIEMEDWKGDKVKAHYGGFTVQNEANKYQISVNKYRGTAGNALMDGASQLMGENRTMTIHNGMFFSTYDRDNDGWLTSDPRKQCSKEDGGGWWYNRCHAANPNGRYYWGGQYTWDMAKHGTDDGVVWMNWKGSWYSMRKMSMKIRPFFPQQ
UHRF1 binding – human UHRF1 methylated DNA binding inhibitors. inhibition, % at 4.4 µM. Q96T88. UHRF1 binding to methylated oligo, TR-FRET. 370,000 compounds, 0.75% hits; in the data active = inhibition above about 21%;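 note: UHRF1 SRA domain binding a hemimethylated CpG hairpin DNA probe; 0% = median of test compound wells and 100% = reference inhibitor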
NR1D1 modulator – Rev-erb alpha (human) modulation; 370,000 compounds, 0.79% hits; AID 1259318; Rev-erbα–FITC-DNA binding, fluorescence polarization, 90 min; activity, % at 10 µM; P20393;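 active = activity above about 14%, limit read from the data; passing the limit was not always enough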;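 note: 0% = DMSO wells with 35 nM protein and 100% = DMSO wells with 750 nM protein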
DDE Tn7 FP inh – inhibitors of Tn7 peptide binding to human fibrin DD(E); P02675; FP displacement of FITC-Tn7 peptide from fibrin DD(E); 0% = median of compound wells per plate; inhibition, % at 8.3 µM; 370,000 compounds, 0.13% hits;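 active = inhibition above the mean of compounds falling within the control limits plus 3 SD of them, cut at about 14% in these data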;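 note: 0% = plate median of compound wells and 100% = 10 µM Aha-Tn7 peptide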
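Test system: human clot-derived fibrin DD(E) complex / Quantity: 2 µM final DD(E) protein / Incubation: 10 min plus 3 h, room temperature / Measured by: fluorescence polarization / Benchmarks: high control of 10 µM Aha-Tn7 peptide / Replicates: singlicate testing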
proKLK7 act – activates the human kallikrein-7 zymogen | P49862 | purified proKLK7, EDANS-DABCYL substrate fluorescence; 100% is mature enzyme control, 0% vehicle | 370,000 compounds, 0.9% hits | activation, % at 7 µM;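 active = activation above the mean of all tested compounds plus 3 SD, computed per campaign excluding outliers beyond control limits, cut at about 13% in these data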
Target sequence (P49862 whole entry, looked up): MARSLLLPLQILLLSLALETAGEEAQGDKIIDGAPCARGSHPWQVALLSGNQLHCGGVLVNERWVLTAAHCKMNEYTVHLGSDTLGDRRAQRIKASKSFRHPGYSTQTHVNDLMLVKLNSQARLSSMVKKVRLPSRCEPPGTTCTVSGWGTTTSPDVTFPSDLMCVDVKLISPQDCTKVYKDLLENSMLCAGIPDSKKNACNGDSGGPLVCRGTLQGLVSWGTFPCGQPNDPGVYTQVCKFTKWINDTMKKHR
PLCg1 inh – blocks human PLC-gamma1 enzyme activity; inhibition, % at 12.2 µM; P19174; 370,000 compounds, 0.84% hits; purified PLC-gamma1, fluorogenic substrate, fluorescence; in the data active = inhibition above about 9.5%
ARFGAP1 inh – rat ARFGAP1 inhibition. Q62848. Arfgap1-stimulated ARF1 GTP hydrolysis, GDP FP detection. inhibition, % at 16.5 µM. 360,000 compounds, 0.26% hits;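 active = inhibition above a per-plate limit, mean inhibition of low control wells plus 3 SD, cut at about 25% in these data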;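 note: 0% = DMSO wells with enzyme and 100% = wells lacking Arfgap1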
Target sequence (Q62848 1-136 limits assumed): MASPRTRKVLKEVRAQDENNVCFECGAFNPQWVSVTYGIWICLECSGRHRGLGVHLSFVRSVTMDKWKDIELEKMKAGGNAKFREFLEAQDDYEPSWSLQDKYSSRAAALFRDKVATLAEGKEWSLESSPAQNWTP
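system = rat Arfgap1 catalytic domain, aa 1-136 | technique = FP, GDP Alexa 633 tracer displaced from anti-GDP antibody, 620/688 nm | compound = one concentration, 16.5 µM, DMSO 1.26% | medium = HEPES-based buffer, pH 7.5 | timing = compound-enzyme preincubation 20 min, reaction 120 min, detection 60 min, 25 °C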
HGIII-sPLA2 inh – Blocks human group III sPLA2 activity; QFRET BODIPY PC-A2 liposome hydrolysis, fluorescence; Q9NZ20; 370,000 compounds, 0.56% hits; inhibition, % at 12.2 µM;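 active = inhibition above mean plus 3 SD of compounds lying within the high and low control bounds, cut at about 19% in these data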;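 note: 0% = median of test compound wells and 100% = no enzyme DMSO wells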
Active calls of the source: *; · = no result given; & = joins results of further samples.

smiles | ASAP1 GAP inh | PLC-beta3 inh | Tn6 DDE FP | UHRF1 binding | NR1D1 modulator | DDE Tn7 FP inh | proKLK7 act | PLCg1 inh | ARFGAP1 inh | HGIII-sPLA2 inh
CN(C)c1ccc(N2CN=C3SCC(=O)N3C2)cc1 | -40 | 0 | 4 | -2 | 0 | 6 | 0.3 | -4 | -49 | -8
CCCCNC(=O)C1c2ccccc2OCC(=O)N1CCOC (configuration not stated) | -13 | 3 | -3 | -3 | 0 | 4 | -0.8 | 3 | -7 | 1
COc1ccc2c(c1)CSC(c1ccccc1)C2=O (configuration not stated) | -3 | -14 | -4 | -2 | -6 | -2 | 0.2 | -5 | 7 | 0
COc1ccc(S(=O)(=O)Nc2ccc(F)cc2)cc1N(C)S(=O)(=O)c1ccc(Cl)cc1 | 16 | 2 | 4 | 2 | -1 | -5 | -0.4 | 5 | 2 | -24
Cc1c(C)n(Cc2ccc(-c3ccccc3C(=O)O)cc2)c2ccc(C(=O)N[C@@H](C)c3ccc(Br)cc3)cc12 | · | -21 | -4 | -3 | -3 | -5 | 0.8 | -9 | · | -62
COc1ccc(N(CC(=O)Nc2cccc(C(C)=O)c2)S(C)(=O)=O)cc1OC | 18 | 2 | -4 | 2 | 0 | -4 | -0.6 | -1 | -5 | -3
CCCc1nc2oc3c(NCCN4CCOCC4)ncnc3c2c2c1CCCC2 | 11 | -6 | 4 | 8 | -5 | 7 | 0.3 | -1 | 1 | 0
Cc1ccnc(NC(c2ccncc2)c2c(C)[nH]c3ccccc23)c1 (configuration not stated) | -15 | -3 | -3 | 2 | 1 | -4 | 0.6 | 1 | 11 | 2
CC(C)c1ccc(/C=C/C(=O)Nc2nncs2)cc1 | 2 | 1 | 5 | 0 | -1 | 3 | 0.0 | 3 | 2 | -17
Cc1ccc(S(=O)(=O)N2CCOCC2)cc1C(=O)N1CCN(S(=O)(=O)c2cccc(F)c2)CC1 | -1 | -8 | 3 | 0 | 4 | 2 | -0.1 | 4 | -9 | -3
O=[N+]([O-])c1cc(C(F)(F)F)ccc1N1CCCNCC1 | 2 | -3 | -6 | 1 | -2 | -5 | 0.1 | 3 | 6 | 7
CSc1ccc(CN(C)Cc2nc3cc(C(F)(F)F)ccc3c(=O)[nH]2)cc1 | 6 | -5 | 9 | 0 | 6 | 6 | 0.0 | 0 | -2 | -3
O=C(/C=C/c1cccc(F)c1)Nc1cc(S(=O)(=O)N2CCOCC2)ccc1Cl | 18 | 1 | -5 | -2 | -7 | 2 | 0.7 | 1 | 4 | -7
COc1ccc(S(=O)(=O)N2CCCCCC2)cc1C(=O)NCCc1ccc(F)cc1 | 6 | -6 | -9 | 4 | -1 | -1 | -0.5 | -1 | -10 | -9
CCCCOc1ccc(N(CC(=O)NC(C)C)C(=O)CCC(=O)Nc2ccccn2)cc1 | -6 | 2 | 11 | 0 | -10 | 6 | -0.2 | -1 | 2 | 2
CC(=O)c1ccccc1N(C(=O)c1ccco1)C(C(=O)NC1CCCC1)c1ccc(C)cc1 (configuration not stated) | -15 | -4 | -4 | -1 | 0 | -2 | 0.4 | -3 | 13 | 2
COc1ccc(NC(=O)Cn2ccc3c(OC)cccc3c2=O)cc1 | -7 | -8 | 0 | 1 | 0 | 3 | 0.4 | 1 | -11 | 8
O=C(Nc1ccc(F)cc1F)N1CCCN(c2ccc([N+](=O)[O-])cn2)CC1 | -7 | -4 | -1 | 1 | -2 | 2 | -0.6 | 1 | -1 | 5
CC1CC1C(=O)OCC(=O)NC(=O)NC12CC3CC(CC(C3)C1)C2 (configuration not stated) | 6 | -4 | 0 | -1 | 0 | 1 | -0.5 | -1 | 0 | -5
COc1ccccc1NC(=O)CCSCCC(=O)Nc1ccccc1OC | 17 | 0 | 7 | 4 | -1 | -5 | -0.8 | -2 | 6 | 10
CCc1ccc(/C=C2/C(=O)NC(=O)N2C(C)=O)cc1 | -2 | -2 | 1 | -1 | 3 | -2 | -0.4 | 2 | -11 | -6
Clc1ccccc1-c1nn2c(-c3cc(-c4ccccc4)n[nH]3)nnc2s1 | · | -1 | -4 | -5 | 30* | -4 | 0.4 | -1 | · | -10
CN1CCN(CC(O)COC(c2ccccc2)c2ccccc2)CC1 (configuration not stated) | -7 | 3 | -8 | 6 | 0 | -2 | -0.5 | 7 | -4 | -1
C#Cc1ccc([C@@H]2C=C(C(=O)O)O[C@H](OCC)[C@H]2CCCO)cc1 | -3 | -16 | -6 | 4 | -4 | -2 | 0.0 | -7 | -9 | -6
O=C(NC1CCCCC1)C1CCN(C(=O)c2ccc(Cl)cc2)CC1 | -2 | -7 | 0 | 0 | 5 | 3 | -0.3 | -1 | 18 | 12
CCC1SC(=NC(=O)c2ccc(Cl)c(Cl)c2)NC1=O (configuration not stated) | 8 | 0 | -5 | -1 | 6 | 7 | -0.3 | -2 | -10 | -10
CSc1oc(-c2ccco2)nc1S(=O)(=O)c1ccc(C)cc1 | 5 | -12 | -3 | -3 | 0 | -6 | -0.7 | -6 | 1 | -5
CCN1CCN(S(=O)(=O)c2cc3c(cc2Cl)NC(=O)CO3)CC1 | 1 | 2 | -4 | -1 | 0 | 10 | -0.2 | 2 | 2 | 3
C[C@H]1CN([C@@H](C)CO)C(=O)Cc2cc(NS(C)(=O)=O)ccc2O[C@@H]1CN(C)Cc1ccc(Cl)c(Cl)c1 | -1 | 5 | 0 | -2 | -5 | 2 | 0.6 | 3 | 12 | -22
CC(C)Cn1c(-c2ccccc2)nc2ccccc2c1=O | 6 | -2 | -7 | -1 | -1 | 1 | -1.0 | -1 | -3 | -2
CC(=O)Oc1ccc2occ(C(=O)c3ccccc3)c2c1 | -3 | 8 | -1 | -4 | -2 | -6 | -0.8 | 5 | 1 | -10
CC(=O)N1CCN(c2ccccc2NC(=O)c2ccc(-c3cccc([N+](=O)[O-])c3)o2)CC1 | -11 | -5 | 8 | 0 | -4 | 3 | -0.5 | 0 | 4 | 0
Cc1noc(C)c1CSCC(=O)N(C)CC(=O)Nc1ccccc1Br | -1 | -7 | -3 | 1 | -3 | -1 | -0.2 | 6 | -10 | 5
CCN(CC)CCOc1ccc2nc(N(C)C)sc2c1 | -13 | 3 | 4 | 1 | -3&5 | 1 | -0.3 | 5 | 1 | 5
O=C1c2ccccc2C(Nc2ccccc2)N1c1cccnc1 (configuration not stated) | 2 | 2 | -10 | 1 | -4 | 4 | -0.4 | 4 | 5 | 1
CN(C)C1=NCCN1CCC1CCCCC1 | 15 | 0 | 4 | 1 | 1 | -2 | 0.4 | 0 | 4 | 4
Cc1nccn1CC(O)COc1ccc(Cl)cc1Cl (configuration not stated) | 10 | -9 | -1 | 5 | -1 | -4 | -0.5 | 4 | -6 | -4
COCC(C)NC(=O)c1ccc2nc(-c3ccccc3)c(-c3ccccc3)nc2c1 (configuration not stated) | -2 | -125 | 2 | 4 | -3 | -3 | -7.2 | -93 | 2 | 5
Clc1ccc2c(N/N=C/c3ccccc3Br)ccnc2c1 | 1 | -3 | 1 | 5 | -1 | -5 | -0.5 | 1 | 27* | 14
COc1ccccc1-c1cc(C(=O)NC2CCCC2)no1 | -4 | -7 | -3 | -1 | 1 | 1 | 0.5 | -3 | 7 | 0
C=CC(=O)NN(C)c1ncc(C(F)(F)F)cc1Cl | -1 | -1 | -1 | 4 | 2 | 9 | -0.4 | 2 | -12 | 7
O=C(NCc1nnnn1-c1ccc(Cl)cc1)c1ccc(Br)o1 | 1 | -7 | -2 | 4 | -1 | 10 | -0.9 | 0 | -13 | 10
CC(=O)c1ccc(NC(=O)C(C)OC(=O)c2ccc(Br)o2)cc1 (configuration not stated) | 4 | -4 | -6 | 2 | -5 | 3 | -0.1 | -2 | 12 | 8
O=C1C2(c3ccccc3)CN(CCCO)CC1(c1ccccc1)CN(CCCO)C2 | -7 | -20 | 1 | 0 | 5 | 2 | -0.9 | 1 | 0 | 11
CS(=O)(=O)Nc1ccc(-c2n[nH]c(=S)n2-c2ccccc2)cc1 | -9 | -17 | 9 | -1 | 6 | -4 | -3.0 | -15 | 9 | 0
Cc1cc(C)c2[nH]c(=O)c(CN(Cc3ccccc3)C(=S)NCCCN(C)C)cc2c1 | 3 | -5 | -2 | -2 | 2 | -1 | 0.8 | -1 | 2 | -3
N#CC(c1ccc(O)cc1)N1CCCCC1 (configuration not stated) | -4 | 2 | -5 | 3 | -7 | 1 | 0.1 | -4 | -7 | 10
COc1ccc(CCNC(=O)CN2C(=O)NC(C)(c3ccc([N+](=O)[O-])cc3)C2=O)cc1 (configuration not stated) | 5 | 1 | -6 | 6 | -1 | -1 | 0.0 | 8 | -3 | 6
O=C1Nc2ccc(Br)cc2C1=C1CCCCC1 | -7 | -17 | 1 | 2 | 10 | 4 | 0.8 | -6 | -6 | 3
O=C(NCCN1CCOCC1)c1cccc(NS(=O)(=O)c2ccc(Br)cc2)c1 | -8 | -3 | 0 | -2 | -2 | -7 | 0.6 | 3 | 1 | -8
COc1ccc2nc(-c3ccc(Cl)cc3)cc(C(=O)O)c2c1 | -11 | -434 | 2 | 1 | -3 | 3 | 25* | -289 | 14 | -4
CN(CC(=O)Nc1cccc(F)c1)C(=O)CC1CCCC1 | -4 | -7 | -3 | -2 | 0 | 3 | 0.1 | 3 | -3 | 0
C[C@H](CO)N1C[C@H](C)[C@@H](CN(C)S(=O)(=O)c2ccc(C#N)cc2)OCc2cn(nn2)CCCC1=O | -3 | 2 | -4 | 0 | -2 | 5 | 0.5 | 0 | -10 | 5
Cc1cc(C)n2c(NCc3ccccc3)c(CCc3ccccc3)nc2n1 | -9 | -19 | -2 | 1 | 1 | 1 | 0.4 | -5 | -4 | -1
CCCn1nc(C(=O)Nc2nc(-c3ccccn3)cs2)c2ccccc2c1=O | 12 | -21 | 1 | -4 | 8 | 4 | -5.4 | -13 | 13 | 3
Cc1ccccc1N=C/C=C1/C=C(c2ccccc2)OC(C)(C)O1 | -21 | -10 | 7 | -1 | -2 | 1 | 0.3 | -5 | -19 | 8
CC(C(=O)NCCN1CCOCC1)(c1ccccc1)c1ccccc1 | 2 | -1 | 4 | 1 | 0 | -8 | 0.3 | 5 | 6 | 4
